# Hsp90 inh: tumor Hsp90 inhibitors, primary screen, cell lysate, fluorescence polarization, NCI-N417 lysate; 0.35% of 64,000 active; Heat shock protein HSP 90-alpha (Homo sapiens), P07900; inhibition, % at 30 µM; Cy3B-geldanamycin FP displacement;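 active = inhibition above 50%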;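 also: 0% = tracer plus lysate wells and 100% = tracer alone without lysate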
# 5HT1a ag: human 5-HT1a receptor agonists, primary screen, cell-based, CHO, Ga15 NFAT-bla reporter | 5-hydroxytryptamine receptor 1A (Homo sapiens), P08908 | CHO 5-HT1a Ga15 NFAT-bla reporter, FRET ratio; 0% basal, 100% maximal reference agonist | activation, % at 10 µM | 0.56% of 65,000 active | AID 567, 2006;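 active = activation above the screen-wide mean activation plus 3 SD, cut at about 19% in these data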;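 also: 0% = DMSO wells and 100% = 5-CT at EC100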
# E coli RNAP: E. coli RNAP inhibitors, biochemical | 0.2% of 62,000 active | E. coli RNA polymerase, fluorescence transcription assay | AID 559, 2006 | inhibition, %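 (tested at 10 µM)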; in the data active = inhibition above about 20%;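 also: 0% = enzyme without compound and 100% = no enzyme blank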
# D1 mod: D1 CRE-luciferase signal change, two-sided – cell-based, HEK293 D1, dopamine EC30, D1 allosteric modulator project, primary screen. 5.9% of 58,000 active. dopamine EC30 potentiation; actives deviate in either direction. B-score at 10 µM. AID 641, 2007;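 active = luminescence count or its row- and column-corrected plate score outside the 99.7% band of the plate's sample wells, on either side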
# Target sequence (P21728 whole entry, looked up): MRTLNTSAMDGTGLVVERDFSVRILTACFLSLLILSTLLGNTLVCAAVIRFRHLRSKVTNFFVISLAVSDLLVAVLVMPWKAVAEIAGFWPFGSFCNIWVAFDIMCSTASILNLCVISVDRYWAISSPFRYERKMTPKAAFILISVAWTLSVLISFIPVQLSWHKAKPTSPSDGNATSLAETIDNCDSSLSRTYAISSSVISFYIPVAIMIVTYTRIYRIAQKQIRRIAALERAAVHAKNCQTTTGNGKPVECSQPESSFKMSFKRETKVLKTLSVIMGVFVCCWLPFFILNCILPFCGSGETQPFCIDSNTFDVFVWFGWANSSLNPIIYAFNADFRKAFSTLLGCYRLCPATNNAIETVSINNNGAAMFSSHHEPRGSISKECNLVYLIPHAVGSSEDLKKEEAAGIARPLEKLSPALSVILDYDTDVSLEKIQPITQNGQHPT
# Fluor 339 460: intrinsic fluorescence of library compounds, ex339/em460 – biochemical, MLSMR library, data from DPM-DC assay, artefact control, profiling panel; compound autofluorescence, ex339/em460 nm, NADH buffer; stronger effect = higher value; 1 = no-compound wells, NADH background; fluorescence fold increase at 10 µM; 5.5% of 65,000 active;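 active = at 10 µM, mean starting fluorescence two-fold or more over control wells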;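 also: signal is the first read of a kinetic run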
# HER2 expr 66K: inhibitors of Her2 protein expression, primary screen, SKBR-3 cells, AlphaScreen, 66K library | 0.69% of 65,000 active | AID 645, 2007 | HER2 level % of control, % at 10 µM | SKBR-3 HER2 protein level, 18-24 h; stronger effect = lower value | Receptor tyrosine-protein kinase erbB-2 (Homo sapiens), P04626;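 active = HER2 level under 5% of the carrier-only control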;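 also: 100% = DMSO carrier and 0% = 500 nM PU-H71 HSP90 inhibitor; lower value means stronger loss of Her2 protein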
# M1 antag: antagonists of rat M1 muscarinic receptor. CHO-M1 cells, Fluo-4 calcium, ACh EC80 antagonist mode; stronger effect = lower value. B-score at 10 µM. AID 628, 2007. Muscarinic acetylcholine receptor M1 (Rattus norvegicus), P08482. 3.4% of 64,000 active;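 active = calcium fluorescence response, raw or row-and-column corrected B-score, differing from the plate sample mean either way at a set confidence level, mostly lower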
# Target sequence (P08482 whole entry, looked up): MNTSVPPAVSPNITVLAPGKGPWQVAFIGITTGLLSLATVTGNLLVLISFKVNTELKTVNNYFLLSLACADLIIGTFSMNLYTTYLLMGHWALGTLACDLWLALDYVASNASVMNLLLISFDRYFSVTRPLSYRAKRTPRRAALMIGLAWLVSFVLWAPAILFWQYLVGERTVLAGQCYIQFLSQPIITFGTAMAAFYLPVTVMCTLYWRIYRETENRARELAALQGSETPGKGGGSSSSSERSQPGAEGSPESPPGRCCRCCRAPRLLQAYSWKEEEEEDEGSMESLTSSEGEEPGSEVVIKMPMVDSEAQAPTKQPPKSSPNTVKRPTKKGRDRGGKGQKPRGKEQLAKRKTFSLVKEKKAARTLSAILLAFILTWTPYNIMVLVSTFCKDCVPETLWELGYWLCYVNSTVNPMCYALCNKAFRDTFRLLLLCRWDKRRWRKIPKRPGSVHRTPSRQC
# NADH coupling: inhibitors of PK/LDH coupling enzymes, profiling panel, artefact control, biochemical, MLSMR library | IC50, µM (highest dose often 10 µM), for inactives: top-dose inhibition | AID 774, 2007 | 0.02% of 65,000 active | coupled PK/LDH NADH assays, four targets;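 active = single-dose screening hits from any of four coupled enzyme assays that gave an IC50 when retested across doses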;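 also: the DPM-DC format reads NADH fluorescence rather than 340 nm absorbance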
# M1 ag: M1 muscarinic receptor agonists, primary screen, CHO-M1 cells, Fluo-4 calcium, agonist mode; Muscarinic acetylcholine receptor M1; Fluo-4 calcium fluorescence; stronger effect = higher value; B-score at 10 µM; 3% of 64,000 active; AID 626, 2007;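 active = fluorescence rise, raw or as B-score row- and column-corrected plate score, outside the 99.7% band of its plate's samples, either direction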
# * hit, by the source's call; / = not tested or not shown; [ ] = another dose, or the depositor's remark. Random draw from the library; any-hit rate near 16%.
smiles	Hsp90 inh	E coli RNAP	5HT1a ag	HER2 expr 66K	D1 mod	Fluor 339 460	NADH coupling	M1 ag	M1 antag
O=C(CN1CCN(Cc2ccc3c(c2)OCO3)CC1)Nc1ccc2c(c1)OCCO2	-6	6	-0.8	94	1.4	1	2%	0.4	-0.31
CSCC[C@@H](Nc1nc(-c2ccccc2)nc2c1oc1ccccc12)C(=O)O	-2	-1	-0.5	80	0.3	1.1	2%	-0.36	-0.053
CCCOC(=O)CN1C(=O)c2ccccc2C1=O	-4	-2	-4.6	92	-0.58	1.1	6%	-1	-0.005
COCCn1c(C)cc(C(=O)COC(=O)c2ccc(-n3nc(C)cc3C)cc2)c1C	1	-4	-0.7	104	0.33	1.1	6%	-0.044	0.032
CC(C)CN(CC(C)C)c1nnc(N)s1	-3	2	-0.9	102	0.088	1	7%	0.45	0.007
COC1=C(OC)c2ccccc2C(C(=O)O)N/C1=C(/C)Nc1ccncc1 (centres undefined)	/	9	-0.4	94	-0.74	1.1	1%	-0.63	-0.26
COc1ccc(CCCc2nnc(SCC(=O)Nc3nc(C)cs3)n2C)cc1	0	6	2.3	114	0.29	1.1	4%	-0.89	-1.1
COc1ccc2nc(NC(=O)C3CCN(S(=O)(=O)c4cnc[nH]4)CC3)sc2c1	1	2	-1.9	85	-4.9*	1.1	8%	0.7	-0.93
C=CCNC(=O)C1CC(=O)N(c2ccc(OCC(=O)Nc3ccc(C)cc3)cc2)C1 (centres undefined)	0	9	-5.0	98	-0.25	0.8	13%	0.66	0.016
CC1(C)CC2(CC(C)(C)N1)OC(=O)N1CCc3ccccc3C12C (centres undefined)	-4	-4	-1.3	65	-0.25	1.1	1%	-0.38	0.35
O=C(c1cc2ccccc2oc1=O)N(Cc1ccco1)Cc1cccs1	-1	8	-1.7	98	-0.068	1.1	7%	1.1	-0.68
CS(=O)(=O)N(Cc1ccc(C(=O)NC2CCCCC2O)cc1)c1ccccc1 (centres undefined)	-2	8	-0.3	124	1.3	1.1	0%	0.18	-0.0096
CCOc1ccc(C(=O)N2CCCN(C(=O)c3ccc(OCC)cc3)CC2)cc1	2	10	-1.7	110	/	1.1	7%	0.4	0.16
Cc1ccc2nc3c(cc(C#N)c(=N)n3CC3CCCO3)c(=O)n2c1 (centres undefined)	2	-3	-2.0	102	1.6	1.1	4%	9*	-1.4
CCN(CC)C(=O)CSc1nnc(-c2cnccn2)n1-c1ccc(C)cc1	-2	5	1.0	93	0.3	1.1	4%	/	/
CSC1=Nc2sc3c(c2C2=NCCN12)CC(C)(C)OC3	-8	11	2.0	120	/	1.1	5%	0.48	-4.6*
CC(C)(C)NC(=O)CSc1nsc(SCC(=O)NC(C)(C)C)c1C#N	1	3	0.3	87	0.23	1	3%	-0.56	-0.0035
CCCOc1ccc(N2C(=O)CC(N3CCN(c4nc5ccccc5s4)CC3)C2=O)cc1 (centres undefined)	-2	6	1.0	101	-1.3	1.1	0%	-0.61	-0.14
COc1ccc(CCn2c(-n3nc(C)cc3C)nc3c2c(=O)[nH]c(=O)n3C)cc1	-1	/	-0.6	93	/	1.1	8%	-2.3	0.86
CC(=O)N(C)C1(c2nnnn2CCOC(=O)Nc2cccc3ccccc23)CCCC1	-2	11	-2.0	98	0.11	1	3%	0.51	0.016
CCc1c(C(=O)NC2CCCC2)csc1C	-3	4	-1.3	95	-0.94	1.1	2%	2	-2.2*
CCOC(=O)Cn1c(=O)oc2cc(S(=O)(=O)Nc3cccc(C)c3)ccc21	3	-4	0.1	18	-0.42	1.1	7%	-1.8	-0.056
CCOC(=O)C(NC(=O)c1ccc(F)cc1)(Nc1nnc(C)s1)C(F)(F)F (centres undefined)	-7	3	-2.1	111	0.37	1.1	7%	-0.55	0.19
COc1cccc(Nc2ncnc3c2cnn3C)c1	-2	-2	2.4	116	1.6	1.1	8%	0.59	0.92
Fc1ccccc1N1CCN(c2nc3ccccc3n3nnnc23)CC1	1	0	-1.7	70	-0.45	1.8	4%	12*	0.16

# Single records, from the list above. Order of screens: Hsp90 inh	E coli RNAP	5HT1a ag	HER2 expr 66K	D1 mod	Fluor 339 460	NADH coupling	M1 ag	M1 antag
# `COCCn1c(C)cc(C(=O)COC(=O)c2ccc(-n3nc(C)cc3C)cc2)c1C` is listed as 1	-4	-0.7	104	0.33	1.1	6%	-0.044	0.032
# `CCOC(=O)C(NC(=O)c1ccc(F)cc1)(Nc1nnc(C)s1)C(F)(F)F` (centres undefined) is listed as -7	3	-2.1	111	0.37	1.1	7%	-0.55	0.19

# Going on with the list.
smiles	Hsp90 inh	E coli RNAP	5HT1a ag	HER2 expr 66K	D1 mod	Fluor 339 460	NADH coupling	M1 ag	M1 antag
COC(=O)c1ccc(=O)n(-c2ccc(OC)cc2)c1	-15	/	0.5	90	0.027	0.88	11%	0.08	1.1
COc1ccc(CCNc2oc(COc3ccccc3Cl)nc2C#N)cc1OC	-3	5	1.5	101	3.7	1.1	3%	1.7	-0.82
Cc1cc(=O)oc2cc3c(cc12)OCCN3	-1	-74	25*	93	-0.19	2.1*	8%[fluoresces]	0.72	0.31
Cn1c(=O)cc(OCCCC(=O)Nc2ccc3c(c2)OCCO3)c2ccccc21	23	8	0.1	77	-0.53	1	3%	-0.32	0.58
CNC(=O)n1ccc(C(=O)N2CCCCC2)n1	2	10	-2.4	109	0.17	1.1	2%	-0.3	0.32
CC1=CC(C)(C)C(C(=O)O)C(C(=O)O)C1 (centres undefined)	-4	5	-2.0	115	-0.0016	1.1	7%	0.068	0.054
CS(=O)(=O)N(CC(=O)N1CCCCCC1)c1ccc(Br)cc1	-3	4	-2.5	122	0.0021	1	1%	-0.11	0.024
O=C(c1ccco1)N1CCN(S(=O)(=O)c2cccs2)CC1	-2	4	-2.1	85	0.8	1.1	11%	1.1	-0.27
CC(C)Nc1nc(NC(C)C)nc(N(C)C(N)=O)n1	0	5	2.6	70	7.7*	1.1	4%	-0.33	1.6
Cc1nc(SC2CC(=O)N(c3ccccc3)C2=O)nc2c1CCCC2 (centres undefined)	1	-4	2.3	109	0.44	1.1	6%	-1.4	-0.0019
O=C(N1CCCCC1)N1CCN(c2ccc(Cl)cc2)CC1	-13	10	-1.4	71	/	1.1	0%	1.4	-0.93
O=C1NC(=O)C2(CCC(C(=O)O)C2)N1 (centres undefined)	0	7	-2.2	112	-0.75	1.1	3%	0.19	-0.39
COC1(OC)N=C(N)C2(C#N)C(c3ccc4c(c3)OCO4)C12C#N (centres undefined)	-8	2	-3.2	55	-0.067	1.2	4%	-0.084	0.76
CCOC(=O)c1sc(NC(=O)C(CC)Sc2nnc3c4ccccc4n(CC)c3n2)nc1C (centres undefined)	-4	4	-1.7	84	4.2*	1.1	8%	-0.87	0.3
Brc1ccc(-c2nc(-c3ccncc3)no2)o1	3	3	0.6	75	0.78	1.1	3%	1.4	0.95
c1ccc(-c2nc3ccccc3nc2-c2ccccn2)nc1	-7	7	-1.7	63	0.49	1	4%	0.099	-0.39
Cc1cc(C)n(-c2nc(-n3nc(C)cc3C)c3c4c(sc3n2)COC(C)(C)C4)n1	/	3	2.3	33	/	1.3	7%	0.94	-0.21
O=C(OCC#CCSc1nnc(-c2ccc(Br)cc2)o1)c1ccco1	-7	43*	-1.5	69	4.8*	1.1	6%	-0.039	-1.3
CC(C)n1nnnc1SCC(=O)N1CCOCC1	3	-2	0.7	81	/	1.1	2%	-0.048	-0.65
COc1ccc(C2C3=C(CC(c4ccco4)CC3=O)Nc3ccccc3N2C(C)=O)cc1 (centres undefined)	-4	5	-0.9	80	-0.19	1.4	11%	-0.037	0.35
O=C(O)C1=C(C(=O)Nc2ccc(F)c(Cl)c2)CCCC1	3	7	-3.6	91	-0.64	1.1	8%	-0.83	0.92
N#Cc1c(N)c(C(=O)c2ccc(Br)cc2)n2c1CCC2	1	-7	0.7	116	0.039	1.1	10%	-0.56	-0.0091
CCCCN(C)S(=O)(=O)c1cc(Br)cc2c1N(C(=O)C1CC1)CC2	/	-4	-2.2	205	1.4	1.1	3%	0.59	-0.46
COc1cccc2cc(C(=O)N(C)C3CCN(C)CC3)c(=O)oc12	-2	-2	0.7	104	0.36	0.97	7%	-0.9	-0.021
COc1ccc(N2C(=O)CCC(C(=O)Nc3cccc(C)n3)C2c2ccc(OC)c(OC)c2)cc1 (centres undefined)	/	-6	29*	104	/	1.1	2%	-0.62	0.65

# Not a retest: entries from further up.
smiles	Hsp90 inh	E coli RNAP	5HT1a ag	HER2 expr 66K	D1 mod	Fluor 339 460	NADH coupling	M1 ag	M1 antag
O=C(c1ccco1)N1CCN(S(=O)(=O)c2cccs2)CC1	-2	4	-2.1	85	0.8	1.1	11%	1.1	-0.27
CC(C)Nc1nc(NC(C)C)nc(N(C)C(N)=O)n1	0	5	2.6	70	7.7*	1.1	4%	-0.33	1.6
Cc1nc(SC2CC(=O)N(c3ccccc3)C2=O)nc2c1CCCC2 (centres undefined)	1	-4	2.3	109	0.44	1.1	6%	-1.4	-0.0019

# Further results follow:
smiles	Hsp90 inh	E coli RNAP	5HT1a ag	HER2 expr 66K	D1 mod	Fluor 339 460	NADH coupling	M1 ag	M1 antag
CCOc1cc2[nH]c(=O)n(Cc3ccc(C(=O)NCCOC)cc3)c(=O)c2cc1OCC	0	3	-1.2	103	0.51	0.92	18%	-0.24	0.084
CCOC(=O)CCc1c(C)c2ccc(OCc3nn[nH]n3)c(C)c2oc1=O	-6	-13	2.1	111	0.01	3.8*	8%[fluoresces]	-0.92	0.45
O=C(CNC(=O)c1ccco1)NCC(=O)OCc1ccccc1Br	-4	2	-4.0	119	-0.74	1.1	6%	-1.2	0.4
OC1CNCc2cc3c(cc21)OCCO3 (centres undefined)	-25	9	-0.8	85	0.38	1	3%	-0.28	0.35
CCOC(=O)C1CCN(c2ncnc3c2oc2ccc(Cl)cc23)CC1	-8	6	1.3	113	1.5	1.3	4%	-0.072	-1.1
CCOc1ccc(S(=O)(=O)n2nnc3ccccc32)cc1C(C)C	-8	9	0.5	86	0.43	1.1	6%	0.62	-0.095
CCOc1ccc(-c2nnc3ccc(SCC(=O)NCc4ccco4)nn23)cc1	1	1	0.9	112	0.06	1	8%	1.5	0.013
OCC#CCSc1nnc(-c2ccncc2)o1	-1	5	-1.9	62	0.88	1.1	8%	-0.0047	-2.2
CC1CCN(CCc2nc3cc(NS(=O)(=O)c4ccccc4)ccc3n2C)CC1	-6	5	-0.2	100	-0.33	1.1	5%	1.1	-6*
C/C(=N\O)c1ccc2c3c([nH]c2c1)CCCC3	-5	4	-3.7	52	-0.49	1.6	7%	3.2	-0.4
COC(=O)c1nc(NC(=O)c2ccc(Cl)cc2)n[nH]1	-4	-2	0.4	92	-0.045	1.1	4%	0.34	0.48
C=CCc1ccccc1OCC(O)CN(C(C)C)C(C)C (centres undefined)	-5	2	-1.6	137	-3.8	1.1	4%	0.038	-2*

# Retrieved one by one from the list above (2):
smiles	Hsp90 inh	E coli RNAP	5HT1a ag	HER2 expr 66K	D1 mod	Fluor 339 460	NADH coupling	M1 ag	M1 antag
C=CCc1ccccc1OCC(O)CN(C(C)C)C(C)C (centres undefined)	-5	2	-1.6	137	-3.8	1.1	4%	0.038	-2*
CCOC(=O)CCc1c(C)c2ccc(OCc3nn[nH]n3)c(C)c2oc1=O	-6	-13	2.1	111	0.01	3.8*	8%[fluoresces]	-0.92	0.45

# Compound activity as filed in PubChem.
